Screening data (PubChem BioAssay)
mHTT-CaM PPI inh: mHTT-calmodulin interaction abrogation; P42858; AlphaScreen His-mHTT/GST-CaM binding, luminescence; inhibition, % at 15 µM; 190,000 compounds, 3.6% hits; AID 1671202;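 also: 0% = both proteins with DMSO and 100% = one protein alone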
Pf apPOL block: Pf-apPOL DNA polymerase inhibition. Recombinant Pf-apPOL, molecular beacon fluorescence, 1.5 h. inhibition, % at 10 µM. 210,000 compounds, 0.25% hits. AID 1794808
The depositor's hits bear a star; . = not tested or not shown; & = joins results of further samples. Rule as the data show it: active = inhibition above about 50%; inactive = the rest.

Structure	mHTT-CaM PPI inh	Pf apPOL block
CCS(=O)(=O)N1CCCC1c1nc(-c2ccccc2)n[nH]1 (stereo not drawn)	0	-6
CN(CC(=O)N1CCOCC1)S(=O)(=O)c1ccc2[nH]c3c(c2c1)CCCC3	12	-6
COc1ccc(CCNC(=O)Cc2cc(OC)c(OC)cc2CO)cc1OC	.	-4
Cc1c(Cl)cccc1NC(=O)C1CCCCC1C(=O)O (stereo not drawn)	-6	-5
Cc1nnc2ccc(S(=O)(=O)Nc3ccc(F)c(F)c3)cn12	-7	3
Cc1nc(-c2cccs2)sc1C(=O)NNC(=O)c1ccc(Cl)cc1	.	1
O=C(c1ccc2c(c1)OCO2)N1CCCn2nc(-c3ccncc3)cc2C1	12	-5
CCN(CCCNC(=O)c1cc2cc3ccc(Cl)cc3nc2o1)Cc1ccccc1	13	3
CCOc1ccccc1NC(=O)C1CCN(c2c(C#N)cnc3ccc(C)cc23)CC1	-9	0
O=C(CCNC(=O)Cn1ccc2ccccc2c1=O)NCc1cccnc1	-1	-10
Cc1cc(C)n(C(=O)c2ccoc2C)n1	3	-28
Brc1ccc(OCc2nc(-c3ccncc3)no2)cc1	-3	4
Cc1cc(NC(=O)c2ccccc2Cl)nc(C)n1	2	-1
CCOc1ccc(NC(=O)c2nnn(-c3ccccc3OC)c2N)cc1	3	-7
O=c1c2c(nc(NCCCO)n1Cc1ccccc1)-c1ccccc1CC21CCCCC1	8	13
COc1ccc(C(=O)N2CCc3nc(-c4ccc(F)cc4)ncc3C2)cc1F	5	7
COC(=O)NCc1ccc(Cl)c(Cl)c1	-9	1
CCC1c2ccc(C)n2CCN1C(=O)Nc1ccc(F)cc1 (stereo not drawn)	1	0
CN(C)c1cc(N2CCCC(NC(=O)c3ccccn3)C2)ncn1 (stereo not drawn)	0	-3
CSc1nc2c(cnn2-c2ccc(C)c(C)c2)c(=O)[nH]1	1	-8
Clc1ccc(OC2CCCNC2)cc1 (stereo not drawn)	-3	.
CC1(C)C2CCC1(C(=O)Nc1ccc(F)cc1)C(=O)C2=O (stereo not drawn)	-5	3
CC(C)NC[C@H](O)COc1cccc2[nH]ccc12	.	-10
O=C(Cc1ccsc1)N1CCn2c(nnc2-c2ccccc2)C1	-4	0
COc1ccc(C)cc1NC(=O)c1ccc(Br)o1	-10	-1
Cc1noc(C)c1C1CCCN1C(=O)Cc1ccccc1F (stereo not drawn)	-4	2
O=C(c1ccc(Cl)cc1)N1CCS(=NS(=O)(=O)c2ccc(Cl)cc2)CC1	.	-3
CS(=O)(=O)N(CC(O)COc1ccccc1)c1ccc(F)cc1 (stereo not drawn)	-12	-1
Cc1ccc(CNC(=O)C2(C)Oc3cccnc3NC2=O)o1 (stereo not drawn)	4	-6
CC(C)N(CC(=O)Nc1ccon1)C(=O)c1ccc(C(F)(F)F)cc1	1	-1
COc1cc2c(cc1NCc1ccccn1)oc1ccccc12	15	-4
Cc1ccccc1/C=C1\N=C(c2cccc(Br)c2)OC1=O	8	5
COc1ccc(C(C)=O)cc1CSc1nc2ccc(C(F)(F)F)cc2[nH]1	.	-21
Cn1nc(C(=O)O)c(Br)c1[N+](=O)[O-]	-14&-3	-1
Cc1ccc(NC(=O)c2csc3c2CCCC3)c(C)c1	-1	-1
COc1ccc(C2CC(c3c(C)cc(C)[nH]c3=O)=NN2c2ccccc2)cc1 (stereo not drawn)	-20	3
C=C(C)CSc1nnc2c(n1)[nH]c1ccccc12	-1&-7	-10&-2
COc1c2c(c(CN3C(=O)C4CC=CCC4C3=O)c(OC)c1OC)C(=O)OC2 (stereo not drawn)	-1	.
NC(=O)C1CCN(CC(=O)NCCc2ccccc2)CC1	-16	-5
COc1ccc(C2=NN3C(C2)c2ccccc2OC3c2cccc([N+](=O)[O-])c2)cc1 (stereo not drawn)	10	-6
Cc1ccc(Cn2cc(S(=O)(=O)N3CCOCC3)ccc2=O)cc1	-9	-2
Cc1cc(OCC(=O)Nc2ccc(F)cc2)nc(N2CCC(C)CC2)n1	-4	0
CCc1cc2c(=O)c(Oc3ccccc3)coc2cc1OC	1	-12
CCCS(=O)(=O)c1c(S(=O)(=O)CCC)c2c3ccccc3ccn2c1C(N)=O	7&10	-2&0
Cc1ccc(S(=O)(=O)N2CCC(Oc3cccc(C(F)(F)F)c3)CC2)cc1	95*	-10
CC(=O)NC(Nc1sc2c(c1C(N)=O)CCCC2)C(Cl)(Cl)Cl (stereo not drawn)	6	-3
Cc1ccc(NC(=O)C(=O)NCC2(O)CCOCC2)cc1F	-2	-2
COc1cc2c(cc1OC)C(C(=O)Nc1ccc(F)cc1)C(c1cccnc1)N(C)C2=O (stereo not drawn)	8	-5
O=C(CSc1nc(O)c(Cc2ccccc2F)c(=O)[nH]1)N1CCCCCC1	1	2
CCC(=O)N1CCc2sc(S(=O)(=O)N3CCN(c4cc(C)ccc4C)CC3)cc2C1	17	-6

The results go on:
Structure	mHTT-CaM PPI inh	Pf apPOL block
CN(C)S(=O)(=O)c1ccc(C(=O)N2CCOCC2)cc1	-3	-12
COc1ccc(/C=C2/N=C(c3ccc(I)cc3)OC2=O)c(OC)c1	-2	3
CS(=O)(=O)c1cc([N+](=O)[O-])c(Sc2nc3ccccc3o2)c([N+](=O)[O-])c1	5	-7
COc1ccc(C(=O)N2CCCN(C3CCN(Cc4ccc(F)cc4)C3=O)CC2)cc1F (stereo not drawn)	16	10
CC1(C)Nc2ccccc2N(CC(=O)N2CCOCC2)C1=O	2	-6
O=C(NCc1ccc(Cl)cc1)c1ccc(Br)o1	-4	-12
COc1ccc(C2C(C(=O)c3cccs3)=C(O)C(=O)N2c2nncs2)cc1 (stereo not drawn)	17	-15
CSc1nsc(SC)c1NC(=O)OCc1ccccc1	-3	6
COc1nn(C)cc1C(=O)Nc1ccc(C(=O)NCCc2c[nH]c3ccccc23)cc1	-8	-9
Cc1cc(C(=O)SCc2ccccc2)nn1Cc1c(Cl)cccc1Cl	.	-15

Some of the entries so far, as labelled records:
canonical_smiles: O=C(CSc1nc(O)c(Cc2ccccc2F)c(=O)[nH]1)N1CCCCCC1
  mHTT-CaM PPI inh: 1
  Pf apPOL block: 2

canonical_smiles: CN(C)S(=O)(=O)c1ccc(C(=O)N2CCOCC2)cc1
  mHTT-CaM PPI inh: -3
  Pf apPOL block: -12

More compounds.
Structure	mHTT-CaM PPI inh	Pf apPOL block
COc1ccc(C(=O)NCCCCN2CCN(c3cccc(Cl)c3)CC2)cc1	.	-8
c1ccc(CSc2nnc(-c3ccncc3)o2)cc1	-8	1
Cc1ccc(-c2nc3ncccc3o2)cc1NC(=O)c1cccc(Br)c1	2&-1	-9&-10
COc1cccc(C=C2Oc3c(ccc(O)c3CN3CCCCC3)C2=O)c1	13	-16
CCn1c(CNC(=O)c2ccc(OC)c(OC)c2)nc2ccccc21	2	-4
CCOC(=O)C1=C(c2ccccc2)OC(N)=C(C#N)C1C(C)C (stereo not drawn)	-5	1
COc1ccccc1NC(=O)c1ccccc1Sc1ccc([N+](=O)[O-])cc1	33	-17
O=c1c2cnn(-c3ccccc3)c2cnn1-c1ccccc1	.	-6
Cc1cccc(Cc2nnc(NC(=O)c3cccc(S(=O)(=O)N4CCOCC4)c3)s2)c1	-6	2
C=C(C)COc1ccc2cc(-c3nc4ccccc4s3)c(=O)oc2c1	-2	4
CCOC(=O)NC(NCc1cccnc1)(C(F)(F)F)C(F)(F)F	.	-7
Cn1nc2c(c1NC(=O)COc1ccc(Cl)cc1Cl)CCC2	-3	-15
Cc1nc(-c2ccncc2)nc2c1CCC(=O)N2Cc1ccccn1	6	-7
COc1ccc(-c2cnnn2-c2ccc(NC(=O)c3ccc(F)cc3)cc2)cc1	19	-2
CSC1=C(C#N)C(c2ccc(Cl)cc2Cl)CC(=O)N1 (stereo not drawn)	-1	1
CCCn1cc2c3c(cccc31)CN(C(=O)NCc1ccc(OC)cc1)CC2	18	-2
O=C(O)c1ccccc1-c1ccccc1C(=O)O	.	2&23
COc1ccc2nc(NC(=O)c3cc(Cl)ccc3Cl)sc2c1	-8	-3
CCCN1CCn2cc(C(=O)N3CCN(c4cccc(OC)c4)CC3)nc2C1	5	-4
COc1ccc(-n2cc(-c3ccc4c(c3)OCO4)[nH]c2=O)cc1	18	-2

In a second layout: results already given.
Cn1nc2c(c1NC(=O)COc1ccc(Cl)cc1Cl)CCC2
  mHTT-CaM PPI inh: -3
  Pf apPOL block: -15

COc1ccc(-c2cnnn2-c2ccc(NC(=O)c3ccc(F)cc3)cc2)cc1
  mHTT-CaM PPI inh: 19
  Pf apPOL block: -2

COc1ccc(-n2cc(-c3ccc4c(c3)OCO4)[nH]c2=O)cc1
  mHTT-CaM PPI inh: 18
  Pf apPOL block: -2

O=C(O)c1ccccc1-c1ccccc1C(=O)O
  mHTT-CaM PPI inh: .
  Pf apPOL block: 2&23

Remaining list, next part:
Structure	mHTT-CaM PPI inh	Pf apPOL block
CCC(=O)Oc1ccc2c(=O)c(-c3ccc(Cl)cc3)coc2c1	-4	-2
C=CCN1CCN(C(=O)c2nc(C)oc2C)CC1	-5	3
Cc1csc(NS(=O)(=O)c2ccc(Cl)cc2)c1-c1nc2ccccc2s1	.	-29
COC(=O)c1ccc(C=C2Oc3cc(O)cc(C)c3C2=O)cc1	0	0
CCc1onc(C)c1C1CCCN1C(=O)Nc1ccc(C)c(C)c1 (stereo not drawn)	-7	-5
O=C(c1ccccn1)N1CCCC(Nc2ncnc3c2CCC3)C1 (stereo not drawn)	-14	2
CCCCCCOc1ccc(/C=c2\sc3nc(-c4cccnc4)nn3c2=O)cc1OC	-6	31
N=c1c2c(-c3ccccc3)c(-c3ccccc3)oc2ncn1CCO	27	-1
CC(=O)C(N=Nc1ccccc1Oc1ccc(Cl)cc1Cl)=C(C)O	.	1&-6
O=C(c1cc(-c2ccncc2)nc2ccccc12)n1ccnc1	-5	-2
COC(=O)C(NC(=O)N1CCCn2nc(-c3ccncc3)cc2C1)c1ccccc1 (stereo not drawn)	0	-2
CCC(=O)N1CCc2sc(C(=O)NCCCOC)cc2C1	-1	-2
CC(=O)Cn1c(Br)nc2c1c(=O)[nH]c(=O)n2C	3	-2
COc1cccc(N2CCN(C(=O)C3=C(C)C(=O)OC34CCCCC4)CC2)c1	3	1
O=C1CC(NCCc2ccccc2)C(=O)N1c1ccc(F)cc1 (stereo not drawn)	5	3
Cc1ccc(C(=O)N2CCN(Cc3ccccc3)CC2)cc1	.	-12&-8
ONC=Nc1cc(Cl)c(-n2cccc2)cc1Cl	.	2
CCc1ccc(C(=O)CSc2nc3ccccc3c(=O)n2C)cc1	-5	-2
Nc1ccc2cc3ccc(N)cc3nc2c1	55*	.
O=C(c1ccc([N+](=O)[O-])cc1Cl)n1nnc2ccccc21	-5	-3
CC1CC(NC(=O)c2cnc3n(c2=O)CCS3)CC(C)(C)C1 (stereo not drawn)	4	1
COc1ccc(-c2nnc(N3CCC(C(=O)N4CCOCC4)CC3)o2)cc1	-2	1
O=C1C(c2cccnc2)N(Cc2ccc3c(c2)OCO3)C(=O)CN1c1ccccc1 (stereo not drawn)	3	1
COC(=O)C1=C(C)N=C2SC=C(CC(=O)N3CCCC3)N2C1c1cccc(F)c1 (stereo not drawn)	33	-6
CCOc1cc(C(=O)Nc2ccc(N(C)C(C)=O)cc2)cc(OCC)c1OCC	28	1
CCOC(=O)C1=C(O)C(=O)N(C2CCCCC2)C1	.	-7
COc1cc(/C=C/c2[nH]c(=O)[nH]c(=O)c2[N+](=O)[O-])ccc1OCc1ccccc1Cl	-4	-2
Cc1ccc(-n2c(SCC(=O)Nc3cccc(C)c3)nc3c(c2=O)SCC3)cc1	13	2
COc1ccc(CNC(=O)C[C@H]2C(=O)N(CCc3ccccc3)C[C@@H]2Cc2ccccc2)cc1	1	-9
Cc1oc(C2CCN(C(=O)Cc3ccc(F)cc3)CC2)nc1C(=O)N(C)C	3	-2
COc1ccc(C2C3=C(CC(C)(C)CC3=O)Nc3ncnn32)c(OC)c1 (stereo not drawn)	-2	1
Cc1cccc(C(=O)Nc2ccc(NC(=O)C(F)(F)F)cc2)c1	-1	5
CCOC(=O)C1CCCN(C(=O)c2cnn(-c3ccccc3Cl)c2C)C1 (stereo not drawn)	-2	-2
Oc1ccc(Br)cc1CN1CCN(Cc2ccccc2C(F)(F)F)CC1	-14	-11
CC1(C)OC2OC(C(=O)Nc3ccccc3)C3OC(C)(C)OC3C2O1 (stereo not drawn)	3	-7
CN(Cc1ccccc1)S(=O)(=O)c1ccc(F)c(C(=O)Nc2ccc(Cl)cc2Cl)c1	-6	-5
CCC(C(=O)O)N1C(=O)C(=CC(C)=Cc2ccccc2)SC1=S (stereo not drawn)	49	-210
Nc1nonc1-c1nc2ccccc2n1Cc1nn[nH]n1	7&6	0
Cc1cc(S(=O)(=O)Nc2cccnc2)cc([N+](=O)[O-])c1C	-23	-4
OCC(O)Cn1c2ccc(Br)cc2c2cc(Br)cc(Br)c21 (stereo not drawn)	98*	3
COc1ccc(C2NCCC3(O)CCCCC23)cc1OC (stereo not drawn)	-6	8
O=S(=O)(NCc1ccc2c(c1)OCO2)c1ccc2c(c1)OCC2	.	1
CCS(=O)(=O)N1CC(c2nc(-c3cccc(C(F)(F)F)c3)no2)C1	0	2
O=C(/C=C/c1ccccc1)Nc1c2c(nn1-c1ccc(Cl)cc1)CS(=O)(=O)C2	3	-5
COc1cccc(C2C=C(c3ccc(C)cc3)Nc3nnnn32)c1OC (stereo not drawn)	30	-5
CCc1nc(-c2cccnc2N2CCCC(C(=O)NCCOC)C2)no1 (stereo not drawn)	2	-2
